Compound activity deposited in PubChem BioAssay by several laboratories.
Cardiac RTF inh: cardiac RTF calcium sensitivity inhibitors, primary screen, biochemical, IANBD-TnC fluorescence, EC70 calcium | Troponin I, cardiac muscle (Homo sapiens) + Troponin T, cardiac muscle (Homo sapiens) + … | IANBD-labeled cardiac RTF, Ca2+ fluorescence | inhibition, % at 7.15 µM | hit rate 0.12% among 340,000;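 active means inhibition above the mean inhibition of all tested compounds plus 3 SD, cut at about 17% in these data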;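 further: assay run at fixed EC70 calcium of 1.6 mM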
Rtt109 HAT inh: inhibitors of C. albicans Rtt109/Vps75 HAT, primary screen, biochemical, ThioGlo CoA-SH fluorescence, plate reader | purified Rtt109/Vps75, 4 h | inhibition, % at 34.9 µM | hit rate 0.16% among 330,000;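 active means inhibition of at least 50% in every replicate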
PvdQ inh: P. aeruginosa PvdQ acylase inhibitors, primary screen, biochemical, fluorescence, plate reader and imaging, single point. PvdQ acylase [Pseudomonas aeruginosa LESB58]. purified PvdQ acylase. inhibition, % at 10 µM. hit rate 0.063% among 340,000. AID 488965, 2010; in the data active means inhibition above about 30%, passing the limit was not always enough;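 further: 0% = vehicle neutral wells and 100% = reference inhibitor wells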
C-LANA FP: inhibitors of KSHV C-LANA binding to DNA, primary screen, biochemical, fluorescence polarization, FAM-LBS DNA, MBP-C-LANA, single point; Kaposi's sarcoma herpesvirus LANA C-terminal domain (residues 932-1162) DNA binding; inhibition, % at 9 µM; hit rate 0.078% among 340,000; AID 504423, 2011;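 active means highest replicate inhibition at or above 60% at 9 µM, even if other replicates fall short; inactive means all replicates below 60% inhibition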;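 further: 0% = neutral control wells and 100% = 4 µM acridine orange control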
dFosB act: activators of delta FosB homodimer, primary screen, biochemical, fluorescence polarization, TAMRA-CDK5 oligo, single point; Protein FosB (Mus musculus), P13346; purified delta FosB; percent of positive-control signal above neutral wells; activation, % at 25 µM; hit rate 0.99% among 340,000; AID 493131, 2011;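 active means mean activation above about 17%, with every replicate also reaching it, limit read from the data, passing the limit was not always enough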;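 further: fluorescence polarization rise as delta FosB binds a TAMRA Cdk5 AP-1 oligo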
Target sequence (P13346 whole entry, looked up): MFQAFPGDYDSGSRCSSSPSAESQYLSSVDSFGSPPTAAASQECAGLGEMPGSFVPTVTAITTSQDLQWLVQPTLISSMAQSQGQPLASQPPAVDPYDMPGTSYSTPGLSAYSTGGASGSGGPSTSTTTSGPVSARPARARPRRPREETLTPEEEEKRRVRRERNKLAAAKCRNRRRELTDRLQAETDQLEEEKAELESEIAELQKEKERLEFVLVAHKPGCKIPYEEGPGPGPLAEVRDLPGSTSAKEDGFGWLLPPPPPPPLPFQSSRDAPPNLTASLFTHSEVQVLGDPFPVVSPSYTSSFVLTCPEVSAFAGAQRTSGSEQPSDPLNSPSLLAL
CDK5 inh: inhibitors of human CDK5/p35 kinase, primary screen, biochemical, single concentration. inhibition, % at 10 µM. Recombinant CDK5/p35, ADP-Glo luminescence, 60 min. hit rate 0.01% among 330,000. AID 488839, 2010;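 active means highest replicate inhibition of at least 50% and at least 75% of replicates reaching 50%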;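 further: plate controls were DMSO neutral control for no effect and GW8510 at 10 µM for full effect; many of its hits are not listed in these tables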
Target sequence (Q00535 whole entry, looked up): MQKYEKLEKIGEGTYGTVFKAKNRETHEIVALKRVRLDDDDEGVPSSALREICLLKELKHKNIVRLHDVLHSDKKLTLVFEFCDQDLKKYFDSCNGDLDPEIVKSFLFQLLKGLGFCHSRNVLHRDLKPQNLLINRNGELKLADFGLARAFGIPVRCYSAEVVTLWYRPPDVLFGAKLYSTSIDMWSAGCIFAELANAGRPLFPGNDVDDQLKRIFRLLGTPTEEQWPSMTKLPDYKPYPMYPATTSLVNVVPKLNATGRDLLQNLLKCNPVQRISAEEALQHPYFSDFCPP
Target sequence (Q15078 whole entry, looked up): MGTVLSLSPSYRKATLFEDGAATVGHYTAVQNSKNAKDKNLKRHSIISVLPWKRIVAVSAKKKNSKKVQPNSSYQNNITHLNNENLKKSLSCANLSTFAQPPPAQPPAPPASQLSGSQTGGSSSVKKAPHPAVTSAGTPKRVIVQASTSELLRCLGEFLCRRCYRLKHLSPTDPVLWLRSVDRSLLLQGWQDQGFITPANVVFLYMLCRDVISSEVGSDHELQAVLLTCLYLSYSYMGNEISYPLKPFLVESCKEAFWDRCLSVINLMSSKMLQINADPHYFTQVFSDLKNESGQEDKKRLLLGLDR
PfHsp90 yeast 2: growth inhibition of PfHsp90-expressing yeast, primary screen, antimalarial PfHsp90 inhibitor project, S. cerevisiae, BacTiter-Glo luminescence, single point, set 2. BacTiter-Glo ATP, 48 h; yeast lacking PDR1 and PDR3 efflux regulators. inhibition, % at 9.4 µM. hit rate 0.32% among 310,000. AID 504621, 2011;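 active means every replicate shows inhibition above about 80%, whatever the replicate mean, limit read from the data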;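 further: 0% = DMSO neutral controls and 100% = 20 µM radicicol positive controls; yeast relying on Plasmodium falciparum Hsp90 in place of its own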
SUMO Mot1 rescue: yeast Mot1-301 growth rescue at high temperature, primary screen, SUMOylation pathway inhibitor project, S. cerevisiae, ATP luminescence, 38.5C. growth rescue, % at 18.8 µM. hit rate 1% among 320,000. AID 2716, 2010. S. cerevisiae Mot1-301 growth rescue; percent above DMSO median, 100 means doubled;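 active means every valid replicate shows activation above 250% relative to neutral control wells; inactive means the rest, any valid replicate at or below 250%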;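 further: OY570 slx delta 5 strain wells were the positive control but not used for scaling; some compounds called inactive have numbers as strong as hits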
RTF Ca sens act: cardiac RTF calcium sensitivity activators, primary screen, biochemical, IANBD-TnC fluorescence, EC20 calcium; activation, % at 7.2 µM; IANBD-labeled TnC RTF fluorescence at EC20 calcium; 0% EC20 calcium, 100% full calcium; hit rate 0.24% among 340,000; Troponin I, cardiac muscle (Homo sapiens) + Troponin T, cardiac muscle (Homo sapiens) + …;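 active means activation above the mean over all tested compounds plus 3 SD, cut at about 30% in these data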;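 further: rise in fluorescence read as greater calcium sensitivity of cardiac thin filaments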
NSD2 HMT inh: NSD2 histone methyltransferase inhibitors, primary screen, biochemical, AlphaScreen, single concentration, set 2. Histone-lysine N-methyltransferase NSD2 (Homo sapiens), O96028. NSD2 peptide methylation, 120 min. hit rate 0.54% among 310,000. inhibition, % at 12.5 µM. AID 743445, 2014; in the data active means inhibition above about 50%
Keap1-Nrf2 PPI: Keap1-Nrf2 protein-protein interaction inhibitors, primary screen, biochemical, fluorescence polarization, single point | Kelch-like ECH-associated protein 1 (Homo sapiens), Q14145 | Keap1 Kelch-Nrf2 peptide fluorescence polarization, 1536-well | inhibition, % at 9.4 µM | hit rate 0.15% among 340,000 | AID 504523, 2011; in the data active means inhibition above about 12%;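 further: human Keap1 Kelch domain with fluorescein labeled Nrf2 9mer peptide probe; 0% = neutral control wells and 100% = peptide positive control; higher means more block of Keap1 binding to Nrf2 peptide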
An asterisk follows results filed as active; · = not tested or not shown.

Value order: Cardiac RTF inh, Rtt109 HAT inh, PvdQ inh, C-LANA FP, dFosB act, CDK5 inh, PfHsp90 yeast 2, SUMO Mot1 rescue, RTF Ca sens act, NSD2 HMT inh, Keap1-Nrf2 PPI
- O=C(Cn1cc(C(=O)c2cccs2)c2ccccc21)NCC1CCCO1 (configuration not stated)
  -7, 1, -10, 1.6, 0, -2.4, ·, -5, 2, ·, 1
- O=c1[nH]nc(N=Nc2c(O)[nH]c3ccc(F)cc23)c(=O)[nH]1
  -6, 13, 9, 0.0, 2, -1.6, -8, ·, -1, 4, -2
- Cc1noc(C)c1CN1C(=O)NC2(CCCCCCC2)C1=O
  3, -3, -14, 0.1, 6, 2.0, 15, 64, -1, 1, -3
- CCNC(=O)CCSc1nc2cc(Cl)ccc2o1
  -6, 1, -10, 2.2, 6, 1.1, -23, ·, 7, 0, 3
- CN(C)C(CNC(=O)c1ccc(NS(=O)(=O)c2cccc([N+](=O)[O-])c2)cc1)c1ccco1 (configuration not stated)
  -10, 0, -2, 0.8, -8, -0.4, 31, -10, 0, -3, -4
- O=C(NCCN1C(=O)S/C(=C\c2ccccc2F)C1=O)C1CCN(S(=O)(=O)c2cccs2)CC1
  -9, 0, -7, 1.0, -3, 1.7, -4, 4, 4, 5, -2
- CN(C)CCOC(=O)C12CC3(C)CC(C)(CC(C)(C3)C1)C2
  -14, -20, -1, -0.4, -7, -20, -20, 90, 12, 9, -2
- O=C(NN1CCCCC1)c1ccc(COc2ccc(Cl)cc2)cc1
  -1, -10, -8, 0.3, 1, -1.1, 7, 283, -5, -1, 5
- Cc1cccc(C(=O)NCC(=O)OCc2nc(N)nc(Nc3ccccc3C)n2)c1
  -1, 7, -22, 0.6, -5, 1.2, ·, 22, -1, -2, 0
- CC(C)CC1NC(=O)N(CC(=O)Nc2ccc3c(c2)OCCO3)C1=O (configuration not stated)
  -3, 3, -19, 1.3, -4, 1.7, ·, -22, 4, -1, -1
- COc1ccccc1C(C)Nc1ccc(S(=O)(=O)N2CCN(C)CC2)cc1[N+](=O)[O-] (configuration not stated)
  -1, 7, -8, -2.6, -12, -12, -14, -9, -5, 13, -5
- O=C(/C=C/c1ccc(Cl)cc1Cl)Nc1cccc(S(=O)(=O)NC2=NCCCCC2)c1
  -5, -6, -7, 0.2, -18, -0.2, 3, 547*, -5, 1, 6
- O=C(CSc1nccn1-c1ccc(Cl)cc1)NCc1ccc2c(c1)OCO2
  -4, 6, -11, -2.2, -3, 0.8, 4, 98, 0, ·, 1
- CC(C)Sc1nc2c(c(=O)[nH]c(=O)n2C)n1Cc1ccccc1
  9, -5, -4, -1.2, 0, -1.2, -9, -18, -3, 0, -7
- CCOC(=O)N1CCN(C(=O)CNC(=O)c2nn(-c3ccc(OC)c(Cl)c3)c(=O)c3ccccc23)CC1
  -2, -3, -6, 0.7, -18, 0.3, 2, -17, -3, -1, 0
- Cc1c(NC(=O)COc2ccc(C(C)C)cc2)c(=O)n(-c2ccccc2)n1C
  -1, 5, -16, 0.0, 1, -0.8, 1, -6, -2, 1, -1
- CC1(c2ccccc2)NC(=O)N(CC(=O)Nc2ccc(N3CCOCC3)cc2)C1=O (configuration not stated)
  -5, 16, 11, -1.0, -2, -0.1, ·, 9, 2, 0, -5
- C[C@H](CO)N1C[C@H](C)[C@@H](CN(C)C(=O)Nc2ccc(C(F)(F)F)cc2)Oc2ccc(NC(=O)NC3CCCCC3)cc2C1=O
  -9, 3, -10, -2.1, -4, -1.6, 11, ·, 3, ·, 2
- CC(=O)N1CCN(C(=O)c2ccc(NS(=O)(=O)c3ccc4[nH]c(=O)[nH]c4c3)cc2)CC1
  -12, 2, -3, 0.8, 1, -2.2, ·, -18, 5, -1, 2
- O=C(c1cccc(Br)c1)N1CCN(c2ccc(N3CCOCC3)nn2)CC1
  4, -9, 0, 0.0, -6, 0.1, ·, -9, -3, -5, 3

Remaining list, next part:
Value order: Cardiac RTF inh, Rtt109 HAT inh, PvdQ inh, C-LANA FP, dFosB act, CDK5 inh, PfHsp90 yeast 2, SUMO Mot1 rescue, RTF Ca sens act, NSD2 HMT inh, Keap1-Nrf2 PPI
- O=C(COc1ccc(F)cc1Br)NCCCN1CCCC1=O
  3, 8, 6, 0.0, -3, 0.1, ·, -2, 2, -3, -4
- Cc1ccc(S(=O)(=O)NCCC(=O)Nc2ccc(Cl)c(Cl)c2)cc1C
  4, 25, 12, -1.1, -8, 0.0, -3, 18, -6, 0, -2
- COc1ccccc1C(=O)NCCC(=O)Nc1ccc(OC(F)(F)F)cc1
  -4, 3, -8, 1.7, -8, 0.5, 4, -14, 1, -6, 4
- Cc1cc(C)cc(NC(=O)C2CCC(CNC(=O)[C@@H]3Cc4ccccc4CN3)CC2)c1 (some centres not stated)
  -2, 11, 14, -1.0, 11, 0.2, 14, -11, -2, -10, -4
- Cc1c(NC(=O)C23CC4CC(CC(C)(C4)C2)C3)c(=O)n(-c2ccccc2)n1C
  7, -5, -3, 0.8, 7, 0.0, ·, ·, -5, 6, 1
- CC(=O)NCC(=O)N1CCCC(C(=O)c2ccc3c4c(cccc24)CC3)C1 (configuration not stated)
  7, 35, 6, -0.5, -14, 0.8, -1, 12, -4, 0, -2
- O=C(O)c1ccc(C=NNC(=O)c2ccccc2NS(=O)(=O)c2cccs2)cc1
  -4, 9, -14, 2.3, 7, -0.2, 10, -15, 2, 1, -3
- CSC(C(=O)c1cc2ccccc2o1)c1ccccc1 (configuration not stated)
  -20, -5, -1, -0.7, 1, -1.3, -10, -2, -4, ·, 4
- CCOC(=O)c1ccc(NS(=O)(=O)c2ccc3c(c2)oc(=O)n3C)cc1
  0, 6, -8, 0.3, -10, 0.8, -1, -2, 4, ·, -1
- O=C(NC(=C(Cl)Cl)S(=O)(=O)c1ccc(Cl)cc1)c1ccccc1
  0, -12, -20, -0.2, 2, 1.9, 8, -30, -1, 5, -2
- COc1ccc(S(=O)(=O)N2CCN(C(=O)c3cc(C)oc3C)CC2)cc1OC
  -5, 5, -9, 0.2, -3, 1.6, 32, -3, 0, 12, -5
- CN(CC(=O)NCc1ccncc1)S(=O)(=O)c1cc(Cl)ccc1Cl
  -13, -7, -24, 0.9, -3, -7.6, -41, 19, -1, 0, 1
- O=C(CSc1nnc2ccc(-c3cccnc3)nn12)Nc1ccc(F)cc1
  -7, -2, -13, -0.1, -5, -2.5, ·, -2, 0, 3, -8
- Cc1noc(C)c1COc1cccc(C(=O)N2CCN(C/C=C/c3ccccc3)CC2)c1
  -9, 7, -10, -0.2, -11, -0.9, ·, 179, 5, ·, 4
- Fc1ccc(OCc2cc(-c3ccccc3)no2)cc1
  -8, -2, -1, 1.6, -2, 1.2, 7, 38, -6, -1, 2
- COc1cc(NC(=O)CC(C)C)ccc1NC(=O)c1ccco1
  -6, -6, -8, 0.1, 3, 2.0, -9, -3, -1, -1, -5
- Nc1cccc(C(=O)Nc2ccccc2Cl)c1
  -4, 2, -8, -0.5, 0, 0.3, 18, -13, -2, 1, -3
- Cc1ccc(S(=O)(=O)CCC(=O)Nc2nnc(-c3ccccc3S(C)(=O)=O)o2)cc1
  -12, -8, -13, -1.0, -7, -1.5, -43, -2, -2, 2, -2
- CCn1c(C)nc2cc(C(=O)N/N=C(\C)c3ccc(OC)cc3O)ccc21
  -4, 3, -10, 0.2, -7, -0.7, -8, ·, 1, 4, -1
- Cc1nc2sc(C(c3cccc(F)c3)N3CCC(C)CC3)c(O)n2n1 (configuration not stated)
  -5, -7, 5, -0.1, -1, 0.9, -2, 325, -11, -4, -6
- Cc1ccc2c(c1)N=C(c1ccc(Cl)cc1)CO2
  1, -6, 10, 2.5, 0, 2.3, ·, 4, 2, 0, -8

Four entries out of the list, ordered by formula weight, highest first.
Value order: Cardiac RTF inh, Rtt109 HAT inh, PvdQ inh, C-LANA FP, dFosB act, CDK5 inh, PfHsp90 yeast 2, SUMO Mot1 rescue, RTF Ca sens act, NSD2 HMT inh, Keap1-Nrf2 PPI
- C[C@H](CO)N1C[C@H](C)[C@@H](CN(C)C(=O)Nc2ccc(C(F)(F)F)cc2)Oc2ccc(NC(=O)NC3CCCCC3)cc2C1=O
  -9, 3, -10, -2.1, -4, -1.6, 11, ·, 3, ·, 2
- CCOC(=O)N1CCN(C(=O)CNC(=O)c2nn(-c3ccc(OC)c(Cl)c3)c(=O)c3ccccc23)CC1
  -2, -3, -6, 0.7, -18, 0.3, 2, -17, -3, -1, 0
- CC(=O)N1CCN(C(=O)c2ccc(NS(=O)(=O)c3ccc4[nH]c(=O)[nH]c4c3)cc2)CC1
  -12, 2, -3, 0.8, 1, -2.2, ·, -18, 5, -1, 2
- CCn1c(C)nc2cc(C(=O)N/N=C(\C)c3ccc(OC)cc3O)ccc21
  -4, 3, -10, 0.2, -7, -0.7, -8, ·, 1, 4, -1

Some of these compounds in order of the dFosB act value, lowest first:
Molecule | dFosB act
Cc1nc2sc(C(c3cccc(F)c3)N3CCC(C)CC3)c(O)n2n1 (configuration not stated) | -1
Nc1cccc(C(=O)Nc2ccccc2Cl)c1 | 0
CSC(C(=O)c1cc2ccccc2o1)c1ccccc1 (configuration not stated) | 1
